Pol kappa inh = DNA polymerase kappa (human) inhibition; purified Pol kappa, fluorescent DNA synthesis assay, 10 min; AID 588579; Q9UBT6; hit rate 0.53% among 400,000; Potency, µM (doses to about 107 µM), for inactives: at the highest dose activity, negative = inhibition, most hits filed as inhibitors; also: % is scaled to controls: 0 for no effect and ±100 for the full control effect
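10 nM Pol kappa preincubated 15 min at room temperature with compounds, then reaction started with substrate at 50 nM final. Fluorescence read kinetically at 0 and 10 min; buffer-only wells served as negative control.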
APEX1 inh = inhibitors of human APE1 endonuclease; recombinant APE1, TAMRA/BHQ-2 abasic DNA cleavage fluorescence; Potency, µM (highest dose often 65.8 µM), without a hit: top-dose activity change, negative = inhibition, hits mostly inhibitors; hit rate 0.35% among 350,000; AID 2517;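 also: plate controls were vehicle for no effect and reference inhibitor for full effect; nearly all actives have a fitted effect of over 55% in size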
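Kinetic fluorescence read (525 ex/598 em nm, three reads 60 s apart) of AP-site incision; signal = third minus first read. Enzyme 0.75 nM, dual-labelled THF duplex 50 nM, compound preincubation 15 min RT.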
Pol eta inh = DNA polymerase eta (human) inhibition. Potency, µM (titrated, usually from 114 µM), inactives show at the top dose activity change, negative = inhibition, most hits filed as inhibitors. hit rate 1.2% among 390,000. recombinant Pol eta, fluorescent DNA replication assay; also: % is scaled to controls: 0 for no effect and ±100 for the full control effect
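Fluorescent replication assay: 50 nM final substrate added after a 15 min room-temperature compound preincubation with 10 nM enzyme. Signal taken at 0 min and again at 10 min.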
BLM helicase inh = inhibitors of human Bloom syndrome helicase BLM; recombinant BLM DNA unwinding, fluorescence dequenching; Potency, µM (highest dose often 56.1 µM), without a hit: at the top dose activity change, negative = inhibition, actives largely listed as inhibitors; hit rate 0.2% among 350,000; AID 2528;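 also: plate controls were vehicle for no effect and no enzyme for full effect; nearly all actives have a fitted effect of over 35% in size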
Pol iota inh = DNA polymerase iota (human) inhibition. Q9UNA4. Pol iota fluorescent replication assay, 10 min. Potency, µM (doses to about 115 µM), without a hit: at the highest dose activity, negative = inhibition, actives largely listed as inhibitors. hit rate 1% among 390,000. AID 588590
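Fluorescent replication assay read twice, at 0 min and 10 min after adding 50 nM (final) substrate. Enzyme (10 nM) and compounds were first incubated 15 min at room temperature; enzyme-free buffer wells were negative controls.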
BAZ2B block = BAZ2B (human) inhibition; Q9UIF8; AlphaScreen BAZ2B-H3K14Ac peptide displacement; Potency, µM (top dose mostly 114 µM), inactives show top-dose activity change, negative = inhibition, most hits filed as inhibitors; hit rate 4.4% among 360,000; also: % is scaled to controls: 0 for no effect and ±100 for the full control effect; nearly all actives have a fitted effect of over 60% in size
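BAZ2B 50 nM plus b-H3(5-23)K14Ac 50 nM, PBS pH 7.4/0.01% Tween-20, 30 min RT; compound added (max 110 uM), 30 min RT; streptavidin donor/Ni-chelate acceptor beads 10 ug/mL final, 20 min dark; AlphaScreen read.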
Pol beta inh = inhibitors of human DNA polymerase beta | Pol beta primer extension/strand displacement, fluorescence kinetic | hit rate 1.3% among 340,000 | P06746 | Potency, µM (series often up to 114 µM), for inactives: at the highest dose activity change, negative = inhibition, usual class: inhibitors | AID 485314; also: % is scaled to controls: 0 for no effect and ±100 for the full control effect
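Preincubation: enzyme (10 nM) with compound, 15 min, RT. Reaction: substrate added to 50 nM final. Reads: 0 and 10 min. Analysis: normalized, Hill fit.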
JMJD2A Tudor = blocks the human JMJD2A Tudor domain. O75164. AlphaScreen JMJD2A-Tudor / H3K4me3 peptide binding. Potency, µM (series often up to 114 µM), for the others: at the highest dose activity change, negative = inhibition, most hits filed as inhibitors. hit rate 4.4% among 390,000. AID 504339; also: % is scaled to controls: 0 for no effect and ±100 for the full control effect; nearly all actives have a fitted effect of over 50% in size
G9a block = G9a (human) methyltransferase inhibition. Q96KQ7. hit rate 8.8% among 350,000. Potency, µM (highest dose often 102 µM), for inactives: at the top dose activity, negative = inhibition, hits mostly inhibitors. G9a H3K9 monomethylation, AlphaScreen, 2 h; also: % is scaled to controls: 0 for no effect and ±100 for the full control effect; nearly all actives have a fitted effect of over 75% in size
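AlphaScreen read-out: biotin-H3K9 peptide (500 nM) methylation by 20 nM enzyme with 20 uM SAM, 2 h at room temperature after 15 min compound preincubation; anti-monomethyl H3K9 antibody plus donor/acceptor beads, 10 min dark.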
Starred values were filed as active, the others as inactive; ? = inconclusive; · = not tested or not shown; [ ] = remark or other dose. Calls follow the shape of the dose curve; as a rule, active = well fitted curve in the direction sought with a large enough effect; inconclusive = small, poorly fitted or top-dose-only effect, or another doubt; inactive = no such curve, though single readings can be large; an effect the other way counts as inactive or inconclusive. Potency is read from the fitted curve at half-maximal effect. These rows are one share of the data; count on the stated rates, not on these rows.

SMILES | Pol kappa inh | APEX1 inh | Pol eta inh | BLM helicase inh | Pol iota inh | BAZ2B block | Pol beta inh | JMJD2A Tudor | G9a block
C/C(=N\NC(=O)C(C)Oc1ccc([N+](=O)[O-])cc1)c1ccccn1 (stereo not given) | -9% | -4% | -4% | 1% | 30%[activator] | 25µM* | 2% | 56µM* | -3%[59 µM]
Cc1nc2ncnn2c(C)c1CCC(=O)N1CCN(Cc2ccccc2)CC1 | -15% | -12% | -4% | -4% | 30% | -36% | 8% | -31%[57.1 µM] | 18%[59 µM]
CCN(CC)CCNC(=O)C(=O)NCC1OCCN1S(=O)(=O)c1ccc2c(c1)OCCO2 (stereo not given) | -15% | 0% | -15% | 0% | -6% | 1% | 83% | -19% | -24%
O=[N+]([O-])c1ccccc1OCCCN1CCOCC1 | -9% | 4% | 4% | 0% | 26% | -5% | 2% | -5% | 38%[0.501 µM]
CCOc1cc(/C=N/Nc2nncc(-c3ccccc3)n2)ccc1O | -16% | -6% | ? | -4% | 19% | -3% | ? | ? | -1%
Cc1csc(NC(=O)CSc2nnc(-c3ccccc3)o2)n1 | -8% | 3% | -22% | 0% | 20% | 12% | -4% | -9% | 23%
COc1ccccc1NC(=O)CCN1CCCCCC1 | -8% | -3% | -1% | 4% | -5% | 7% | 1% | -5% | 0%[59 µM]
COc1ccc(N2CCN(C(=O)c3cccc(S(=O)(=O)N4CCOCC4)c3)CC2)cc1 | -3% | -13% | -10% | · | 11% | 11% | · | -18% | ?
CCN(CC)CCn1c(NC(=O)c2ccccc2O)nc2ccccc21 | -11% | 14% | -14% | -3% | -15% | ? | -11% | -27% | 16%[0.501 µM]
COc1cccc(CNS(=O)(=O)c2ccc3c(c2)N(C)CCO3)c1 | -2% | -14% | -7% | -3% | 25% | -20% | 33% | -13% | -15%
CC(C)c1nnc(SCC(=O)N2CCOCC2)n1C | -13% | 1% | -4% | -2% | 3% | 1% | -2% | -12% | 8%[59 µM]
CC1CC(=O)c2cnc(Nc3cccc(C(F)(F)F)c3)nc2C1 (stereo not given) | 0% | 0% | -9% | 2% | -4% | -23% | -29% | 12% | 2%[0.501 µM]
COc1ccc(C(=O)NNC2=CC(=O)CC(C)(C)C2)cc1 | -9% | 0% | 3% | 1% | 22% | 6% | -2% | -3% | -5%[59 µM]
COc1cccc2sc(=NC(=O)CS(=O)(=O)c3ccc(Cl)cc3)n(C)c12 | 5% | -10% | 3% | · | -12% | -3% | · | -19% | -37%
O=C(COC(=O)c1ccc([N+](=O)[O-])cc1Cl)NCc1ccco1 | -19% | 6% | -10% | · | -19% | -32% | · | -13% | 3%[12.7 µM]
COC(=O)c1ccc(N2CCS(=O)(=O)CC2)cc1 | 5% | -1% | 1% | 1% | 13% | -6% | -1% | -9% | 8%
O=C(CSc1nnnn1-c1cccnc1)Nc1cccc(Cl)c1 | -10% | 73%[activator] | -21% | 0% | 41%[activator] | 2% | 0% | -3% | -6%
COc1ccc(CCC(=O)NCCS(=O)(=O)N2CCN(c3ccc(F)cc3)CC2)cc1 | 2% | 57%[activator] | -21% | · | 39%[activator] | -21% | · | -10% | 0%[0.501 µM]
CCOC(=O)c1ccccc1N1C(=O)CSC1=S | -7% | 0% | -15% | 0% | ? | -4% | -2% | -14% | -2%[12.7 µM]
Cc1cc(NC(=O)CSCC(=O)N(c2ccc(F)cc2)C(C(=O)NC2CCCCC2)c2ccc(O)c(O)c2)no1 (stereo not given) | -19% | -1% | ? | -8% | ? | -23% | 20µM* | ? | -37%[59 µM]
CCCN1CN(Cc2ccco2)c2nc3ccccc3n2C1 | -18% | -4% | 2% | 2% | 5% | -7% | 25% | -22% | -13%[59 µM]
Cc1cc(C)c(C)c(OCCCCN2CCCCC2)c1 | -10% | 4% | -14% | -1% | 31%[activator] | 18% | 13% | -21% | ·
O=C(NC1CCCCC1)c1ccc(Cn2cc(Cl)cn2)cc1 | -2% | 0% | -3% | -2% | 15% | 7% | 1% | -2% | -3%[59 µM]
Cc1ccc(NC(=O)CN2CCN(Cc3ccccc3)CC2)cc1F | -4% | 7% | -23% | -1% | 26% | -7% | -3% | -17% | -1%
Cc1nc(-c2cccc(Br)c2)ccc1C(=O)O | -4% | -1% | -12% | 1% | 108%[activator] | -16% | -7% | 4% | ?
(more compounds)
SMILES | Pol kappa inh | APEX1 inh | Pol eta inh | BLM helicase inh | Pol iota inh | BAZ2B block | Pol beta inh | JMJD2A Tudor | G9a block
Cc1ccc(OCc2nnc(SCC(=O)O)n2-c2ccccc2)cc1 | 0% | · | 2% | · | 120%[activator] | · | · | -25% | ·
O=C(NCCc1ccccc1)c1ccc(=O)oc1 | -10% | 0% | -5% | 0% | 8% | -3% | 19% | -14% | 9%[12.7 µM]
COc1ccc(C(=O)Cc2cnn(-c3ccccc3)c2)c(O)c1 | -9% | 6% | -1% | -4% | 8% | -2% | -3% | -3% | -31%[2.33 µM]
COc1cc(/C=N/NC(=O)c2ccc(COc3cc(C)ccc3C(C)C)cc2)cc(OC)c1O | ? | 5% | ? | 4% | ? | 5% | ? | 30% | 8%[59 µM]
COc1ccccc1N1CCN(C(=O)C2CCN(S(=O)(=O)c3cnc[nH]3)CC2)CC1 | 4% | · | -11% | 0% | 41%[activator] | · | 15% | -7% | 4%[59 µM]
Cc1ccc2nc(NCc3ccccc3)c3nncn3c2c1 | 2% | · | -8% | -4% | 14% | -2% | -1% | -7% | -5%[59 µM]
O=C1CCCC2=C1C(c1ccc3c(c1)OCO3)c1c([nH]n(-c3ccccc3)c1=O)N2 (stereo not given) | -3% | -4% | -12% | -1% | 0% | -4% | 1% | -23% | 40µM*
O=c1ccnc(SCCC(F)=C(F)F)[nH]1 | -11% | 1% | 6% | -3% | 0% | 1% | ? | -1% | 0%
Cc1ccc(C(=O)Oc2coc(CSc3nnc(NC(=O)C4CC4)s3)cc2=O)cc1C | -17% | 2% | ? | -7% | ? | -26% | -16% | -18% | 14%[59 µM]
O=C(NNC(=O)c1cc2ccccc2cc1O)Nc1ccc(Br)cc1 | -7% | 3% | -19% | -7% | 33%[activator] | -7% | 21% | -27% | -4%
Cc1[nH][nH]c(=O)c1C(c1c(C)[nH][nH]c1=O)c1cn(Cc2ccc(F)cc2)c2ccccc12 | -7% | -11% | -11% | -11% | 2.2µM* | 45µM* | 0% | 50µM* | 8.9µM*
O=C(O)/C(=C\c1ccc2ccccc2c1)c1cccc2ccccc12 | -11% | · | -21% | · | 25% | · | · | -19% | ·
COc1ccc(N(CC(=O)Nc2ccc(C)cc2C)S(=O)(=O)c2ccccc2[N+](=O)[O-])c(OC)c1 | -6% | -11% | 7% | -8% | 49%[activator] | -21% | 4% | -22% | -10%
Cc1ccccc1NC(=O)c1sc2nc3c(c(-c4ccco4)c2c1N)CCCC3 | -4% | 0% | -15% | -17% | -2% | 17% | -18% | 15% | 9%[59 µM]
COc1ccc(NC(=O)Cn2nnc(-c3ccccc3NS(=O)(=O)c3ccc(OC)cc3)n2)cc1 | -7% | -1% | -26% | 3% | 18% | 16% | 9% | -12% | 28%[59 µM]
Cc1ccc(NC(=O)c2cc(C(=O)Nc3ccc(C)cc3)n(C)n2)cc1 | -5% | · | -7% | · | 11% | · | · | -18% | ·
CC(=O)Nc1ccc(/C(C)=N/NC(=O)c2ccc(F)cc2)cc1 | -13% | 6% | -12% | 6% | 142%[activator] | 3% | 31% | 89µM* | 8%
Fc1cc2nc(-c3ccncc3)[nH]c2cc1F | 0% | 12% | -7% | -11% | 33%[activator] | 1% | 17% | -7% | -6%
O=C(Nc1cccc(Cl)c1)Nc1nnc(-c2ccncc2)s1 | -10% | -5% | ? | -8% | ? | -1% | 40µM* | 0% | 19%[59 µM]
CCCc1nn2c(=O)cc(COC(=O)c3ccccc3NC(=O)COc3ccccc3F)nc2s1 | -9%[60.1 µM] | · | 0% | 1% | 8% | -6% | -8% | 3% | 5%[12.7 µM]
Cc1ccc(S(=O)(=O)NCC(=O)OCc2csc(CC(=O)Nc3ccccc3C)n2)cc1C | 9% | · | -9% | · | 40% | · | · | -22% | ·
COC(=O)c1ccc(-n2nnnc2SCC(=O)NCc2cccc(C(=O)O)c2)cc1 | -6% | -2% | -8% | -1% | 2% | ? | 11% | -5% | -26%[12.7 µM]
COC(=O)c1ccc(OC)c(CSc2nnc(COc3cccc(C)c3)o2)c1 | -12% | -6% | -18% | -9% | 11% | 8% | 0% | 15% | 6%[12.7 µM]
Cn1c(CNC(=O)Nc2ccccc2)nnc1SCc1ccccc1 | 5% | -4% | -10% | -1% | -3% | 6% | 19% | -1% | 8%
O=C1COc2ccc(-c3cc(-c4ccccc4)c4c(n3)-c3ccccc3OC4)cc2N1 | -3% | · | -19% | -7% | 26% | -5% | 1% | -6% | 3%[59 µM]
(listing goes on)
SMILES | Pol kappa inh | APEX1 inh | Pol eta inh | BLM helicase inh | Pol iota inh | BAZ2B block | Pol beta inh | JMJD2A Tudor | G9a block
Cc1cnc(NC(=O)c2c(Cl)cnn2C)s1 | 4% | 14% | -3% | -6% | 36%[activator] | -26% | 33% | 8% | 1%
O=C(COC(=O)c1cnc(Cl)c(Cl)c1)NC1CCCCCC1 | 10% | 2% | -13% | · | 37%[activator] | 1% | · | 3% | 9%[59 µM]
Cc1cc2cc(CNC(=O)c3ccco3)ccc2n1C | ? | -4% | ? | ? | ? | ? | -13% | -28% | ?
CC(=O)Nc1ccc(OC(=O)c2ccco2)cc1 | -2% | -2% | -1% | 0% | ? | -5% | 13% | -9% | 6%[59 µM]
Cn1c(CNC(=O)CCNC(=O)c2cccc(F)c2)cc(=O)n(C)c1=O | -5% | 43% | -6% | 1% | -9% | -4% | 10% | -8% | 42%[activator]
O=C(NCc1ccccc1)c1ccc(NC(=O)C2CCCCC2)cc1 | 2% | · | -11% | · | -13% | · | · | -7% | ·

Three records drawn at random from the list so far:
SMILES | Pol kappa inh | APEX1 inh | Pol eta inh | BLM helicase inh | Pol iota inh | BAZ2B block | Pol beta inh | JMJD2A Tudor | G9a block
O=C(NCc1ccccc1)c1ccc(NC(=O)C2CCCCC2)cc1 | 2% | · | -11% | · | -13% | · | · | -7% | ·
Cc1cc2cc(CNC(=O)c3ccco3)ccc2n1C | ? | -4% | ? | ? | ? | ? | -13% | -28% | ?
O=C(COC(=O)c1cnc(Cl)c(Cl)c1)NC1CCCCCC1 | 10% | 2% | -13% | · | 37%[activator] | 1% | · | 3% | 9%[59 µM]

Screens from PubChem.
